# CASP6 VEID inh = blocks human caspase-6 cleavage activity | purified caspase-6, Z-VEID-R110 cleavage fluorescence | inhibition, % at 12.5 µM | 350,000 compounds, 0.53% hits | P55212;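 active = mean inhibition across replicates at least about 35%, with every replicate also reaching that limit, limit read from the data; inconclusive = only one of the two criteria met; inactive = neither criterion met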;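 note: 0% = median of neutral control wells and 100% = no fluorescence left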
# Target sequence (P55212 24-179 limits assumed): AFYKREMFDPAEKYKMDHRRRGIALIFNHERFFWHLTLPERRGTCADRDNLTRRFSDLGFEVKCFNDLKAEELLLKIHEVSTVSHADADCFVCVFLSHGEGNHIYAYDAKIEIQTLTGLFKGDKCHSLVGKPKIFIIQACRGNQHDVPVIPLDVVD
# Target sequence (P55212 194-293 limits assumed): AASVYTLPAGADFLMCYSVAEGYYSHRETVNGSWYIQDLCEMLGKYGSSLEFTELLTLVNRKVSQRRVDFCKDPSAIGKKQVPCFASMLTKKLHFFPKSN
# EWS-Fli block = EWS/Fli transcriptional activity inhibition; A673 NR0B1-luciferase reporter, viability-normalised; inhibition, % at 12.6 µM; 350,000 compounds, 0.67% hits;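 active = mean inhibition of at least 50% after viability correction, with every replicate also passing that limit; inconclusive = mean reaches 50% but only one of two replicates passes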;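 note: firefly luciferase signal divided by Alamar Blue viability fluorescence both relative to DMSO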
# DENV2 CPE rescue = protects cells from dengue virus 2 cytopathic effect. AID 651640. CPE inhibition, % at 9.99 µM. DENV2-infected cells, cytopathic effect rescue, plate reader. 350,000 compounds, 1.7% hits; in the data active = CPE inhibition above about 20%, passing the limit was not always enough; inconclusive = no clear call, values can overlap the other calls; tested in BHK-21 cells;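 note: 0% = median of neutral control wells and 100% = median of positive control wells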
# LGR2 antag = blocks bursicon-induced cAMP signaling via Drosophila LGR2; AID 720647; 380,000 compounds, 0.35% hits; inhibition, % at 9.99 µM; HEK293 LGR2, CRE-luciferase, bursicon-stimulated, 4 h;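 active = drop in luminescence signal, shown as inhibition above about 50% in the replicate tests, limit read from the data, passing the limit was not always enough; inconclusive = probably only some replicates passing the limit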;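 note: agonist challenge used bursicon conditioned medium at about half maximal strength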
# PAX8 reporter = lowers PAX8-driven luciferase in RMG-I cells; inhibition, % at 12.6 µM; RMG-I TPO-luciferase reporter, SteadyGlo, 24 h; 360,000 compounds, 1.2% hits;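 active = mean replicate inhibition at least 60% with every replicate also reaching 60%; inconclusive = only one of the two criteria is met; inactive = mean below 60% and not all replicates reaching 60%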;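 note: luciferase light reporting Pax8 driven TPO promoter activity; plate controls were median of neutral control wells for no effect and mitoxantrone controls for full effect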
# SIRT5 block = blocks human SIRT5 desuccinylation of peptide. inhibition, % at 15 µM. Q9NXA8. 330,000 compounds, 1.1% hits. Purified SirT5, succinyl-peptide AMC, trypsin-coupled fluorescence; in the data active = inhibition above about 15%; inconclusive = no clear call, values can overlap the other calls
# Target sequence (Q9NXA8 whole entry, looked up): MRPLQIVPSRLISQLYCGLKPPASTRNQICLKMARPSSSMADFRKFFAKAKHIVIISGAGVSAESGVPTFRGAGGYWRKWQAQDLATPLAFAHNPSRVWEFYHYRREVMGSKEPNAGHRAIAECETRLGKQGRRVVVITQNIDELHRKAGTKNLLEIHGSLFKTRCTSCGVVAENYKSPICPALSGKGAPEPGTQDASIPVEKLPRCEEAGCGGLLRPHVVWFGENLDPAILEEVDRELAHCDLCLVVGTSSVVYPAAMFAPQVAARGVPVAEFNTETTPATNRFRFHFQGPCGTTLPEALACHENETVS
# ARNT TACC3 PPI = disruptors of human ARNT/TACC3 interaction. Q9Y6A5. AlphaScreen His-ARNT PAS-B/GST-TACC3 binding, luminescence; TACC3 fragment carries E629A point mutation. inhibition, % at 9.99 µM. 390,000 compounds, 0.66% hits;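 active = mean inhibition of replicates at least 50% and at least half of replicates each reaching 50%; inconclusive = half or more replicates reach 50% but mean below 50%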;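 note: 0% = complete ARNT plus TACC3 wells and 100% = ARNT alone without TACC3; many hits fall short of the cut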
# Starred values were filed as active, the others as inactive; u = inconclusive; x = not tested or not shown.
# Start of the data: the first 5 compounds, ahead of the listing:
SMILES,CASP6 VEID inh,EWS-Fli block,DENV2 CPE rescue,LGR2 antag,PAX8 reporter,SIRT5 block,ARNT TACC3 PPI
Nc1ccc2c(O)cc(S(=O)(=O)O)cc2c1,77*,-24,-1,24,9,x,33
CCCn1c(N)c(N(CCOC)C(=O)CSCC(=O)Nc2cccc(C)c2)c(=O)[nH]c1=O,4,-11,3,-7,5,2,-2
CC(=O)Nc1ccc(S(=O)(=O)N2CCC(NC(=O)C(Cc3cccc(F)c3)NC(C)=O)CC2)cc1 (stereo unspecified),-13,-12,-5,16,14,-3,17
O=C1C2C3C=CC(C4CC34)C2C(=O)N1c1cccc2ccccc12 (stereo unspecified),0,-75,0,-3,6,-1,-5
Cc1cc(N2CCN(C)CC2)nc(=S)[nH]1,-12,-4,11,16,-4,3,2

# Results, from the first entry:
SMILES,CASP6 VEID inh,EWS-Fli block,DENV2 CPE rescue,LGR2 antag,PAX8 reporter,SIRT5 block,ARNT TACC3 PPI
Nc1ccc2c(O)cc(S(=O)(=O)O)cc2c1,77*,-24,-1,24,9,x,33
CCCn1c(N)c(N(CCOC)C(=O)CSCC(=O)Nc2cccc(C)c2)c(=O)[nH]c1=O,4,-11,3,-7,5,2,-2
CC(=O)Nc1ccc(S(=O)(=O)N2CCC(NC(=O)C(Cc3cccc(F)c3)NC(C)=O)CC2)cc1 (stereo unspecified),-13,-12,-5,16,14,-3,17
O=C1C2C3C=CC(C4CC34)C2C(=O)N1c1cccc2ccccc12 (stereo unspecified),0,-75,0,-3,6,-1,-5
Cc1cc(N2CCN(C)CC2)nc(=S)[nH]1,-12,-4,11,16,-4,3,2
CCCOc1ccc(F)cc1-c1cc(C(=O)Nc2cc(OC)c(OC)c(OC)c2)[nH]n1,-2,22,-1,51*,36,x,x
CN(C(=O)COC(=O)c1cc(S(=O)(=O)N2CCCCC2)ccc1Cl)c1ccccc1,6,2,9,2,8,0,-3
C[C@@H]1CN([C@H](C)CO)C(=O)Cc2cc(NC(=O)Nc3ccccc3)ccc2O[C@H]1CN(C)S(C)(=O)=O,9,-5,5,12,-9,-7,-4
COc1cccc(Nc2nc(C(C)N)cs2)n1 (stereo unspecified),-9,4,-5,9,-1,-1,x
O=C(N/N=C/c1ccc2c(c1)OCO2)c1ccc2c(c1)OCO2,2,x,-6,-21,-152,1,1
O=C(CNC(=O)c1n[nH]c2ccccc12)Nc1cc(Cl)ccc1Cl,0,4,u,-4,36,-2,x
C[C@H]1CN([C@@H](C)CO)C(=O)Cc2cc(NC(=O)Cc3cn(C)c4ccccc34)ccc2O[C@H]1CN(C)CC1CCCCC1,-2,-5,-9,-11,x,1,7
CCN1C(=O)C(CC(=O)NCc2ccc(Cl)cc2)N(CC)C1=O (stereo unspecified),2,-8,-3,6,x,-2,3
O=C(C1CC1)N1CC(=O)N2[C@@H](CO)[C@@H](c3ccc(C#CC4CCCC4)cc3)[C@@H]2C1,3,-4,-11,5,13,3,x
O=[N+]([O-])/C=C1\CCCCCN1,0,-4,-2,-11,-1,3,-3
C[C@H](CO)N1C[C@H](C)[C@H](CN(C)S(=O)(=O)c2cccc(F)c2)Oc2ncc(C#Cc3ccccc3)cc2C1=O,-2,15,0,-4,x,8,-7
COc1ccc(Nc2oc(COc3ccccc3OC)nc2C#N)cc1,-1,54*,-3,x,24,28*,6
COc1ccc(CCNC(=O)CSc2ccc(-c3ccco3)nn2)cc1OC,3,-6,-7,-6,4,-2,-3
CC(C)(C)OC(=O)N1CCC[C@H]1C(=O)N/N=C/c1ccc2ncccc2c1,1,-2,0,1,11,0,4
CCOc1ccc(C(=O)NC2CC(C)(C)NC(C)(C)C2)cc1,-4,1,2,-3,6,4,-1
CC(C)Cn1c(=O)c2c(nc3n2CCCN3Cc2ccccc2)n(C)c1=O,0,-7,5,0,4,-3,2
Cc1cc(C(=O)Nc2cccc3c2O[C@@H](CN(C)C)[C@@H](C)CN([C@@H](C)CO)C3=O)n(C)n1,-5,2,8,18,-27,3,-25
CCOc1ccccc1CN1CCN(Cc2ccc3cccc(OC)c3n2)CC1CCO (stereo unspecified),-1,12,-3,10,2,x,8
COC(=O)c1ccc(NS(=O)(=O)c2ccccc2)o1,1,-5,-1,-12,-11,0,5
CC(C)C(=O)OC1CCS(=O)(=O)c2sccc21 (stereo unspecified),0,16,-6,16,8,-1,1
# Additional records
SMILES,CASP6 VEID inh,EWS-Fli block,DENV2 CPE rescue,LGR2 antag,PAX8 reporter,SIRT5 block,ARNT TACC3 PPI
COc1ccc(S(=O)(=O)N2Cc3ccccc3CC2C(=O)N2CCOCC2)cc1 (stereo unspecified),-1,15,-1,10,x,-3,4
CCC(C)NC(=O)C1=C(C)C(=O)OC12CCC(C)CC2 (stereo unspecified),-2,-1,-3,3,1,5,-4
COc1ccc(CNC(=O)C[C@H]2CC[C@@H](NC(=O)CN(C)C)[C@@H](CO)O2)cc1,33,4,-4,-14,-2,1,5
Cc1cc(C)cc(NC(=O)CN2CCN(C(=O)C3CCCO3)CC2)c1 (stereo unspecified),-2,x,-7,3,8,0,-5
CCS(=O)(=O)Nc1ccc2c(c1)C(=O)N(C)[C@H]1CC[C@H](CC(=O)NC3CCCCC3)O[C@@H]1CO2,0,11,7,13,-13,-3,3
Cc1cc2occ(CC(=O)N(CC(C)C)c3c(N)n(Cc4ccccc4)c(=O)[nH]c3=O)c2cc1C,2,8,9,-7,7,-1,-3
COc1ccc(CN(C)C[C@@H]2Oc3ccc(NS(=O)(=O)c4cccs4)cc3C(=O)N([C@@H](C)CO)C[C@H]2C)cc1,1,4,32*,-3,x,4,x
CC(C)C[C@H](NC(=O)c1nc[nH]c1C(=O)N1CCNCC1)C(=O)OCc1ccccc1,29,4,-6,-3,-6,x,0
Cc1ccc(Oc2cc(NC(=O)CCCn3nc([N+](=O)[O-])cc3C)cc([N+](=O)[O-])c2)cc1,x,x,x,5,10,x,6
O=C(COC(=O)c1cc(S(=O)(=O)N2CCOCC2)ccc1F)NC1CC1,-3,3,-8,-8,-3,-2,x
O=C(NCCS(=O)(=O)N1CCN(c2cccc(Cl)c2)CC1)c1ccco1,4,1,-5,-12,1,1,-4
CCC(C(=O)OCC(=O)N(CC)c1c(N)n(Cc2ccccc2)c(=O)[nH]c1=O)c1ccccc1 (stereo unspecified),2,-5,1,-7,22,0,-15
Cc1cccnc1NC(=O)c1ccc(S(=O)(=O)N2CCCC2)cc1,-2,-2,65*,x,-7,-3,x
COc1ccc2cc3cc(C(=O)NC4CC4)sc3nc2c1,1,45,4,u,23,-4,-1
COc1ccc(OC)c(-c2cc(C(=O)NCCN3CCOCC3)no2)c1,8,-5,1,0,x,2,-18
COC(=O)C[C@H]1CC[C@@H]2[C@H](COC[C@H](O)CN2S(=O)(=O)c2cn(C)cn2)O1,x,3,5,-11,-4,x,-5
CC(C)(C)n1nnnc1C(c1cc2ccccc2o1)N(CCC#N)Cc1ccccc1 (stereo unspecified),-1,4,-1,18,7,1,x
C(=N\Nc1ccc2ccccc2n1)/c1ccc2c(c1)OCCO2,0,86*,2,88*,73*,4,3
O=C(NNC(=O)C1CCN(S(=O)(=O)c2ccc(Cl)cc2)CC1)c1ccncc1,1,1,-5,-13,7,-1,-11
COc1ccc(S(=O)(=O)N2CCCCC2)cc1NC(=O)c1ccc2c(c1)OCO2,x,x,x,-13,-16,x,-1
COC(=O)C1=C(C)N(Cc2ccccc2C(F)(F)F)C(=NCc2ccc(OC)cc2)NC1c1cccc(C(F)(F)F)c1 (stereo unspecified),1,27,-4,-13,12,-1,x
C/C(=C\c1cccc(Cl)c1)C(=O)c1c(C)cc(C)[nH]c1=O,-4,1,5,20,13,-3,-5
CCS(=O)(=O)n1nc(-c2ccccc2)nc1SC,2,-27,3,-14,x,-1,1
O=C(CCCCCn1c(=S)[nH]c2cc3c(cc2c1=O)OCO3)N1CCN(c2ccccc2)CC1,0,20,1,8,-4,-1,x
O=C(O)c1ccc2cc(-c3ccccc3)[nH]c2c1,-4,64*,10,x,50,-48,x
# Continuation.
SMILES,CASP6 VEID inh,EWS-Fli block,DENV2 CPE rescue,LGR2 antag,PAX8 reporter,SIRT5 block,ARNT TACC3 PPI
CC(=O)Nc1ccc(N2CCN(Cc3ccccc3)CC2)cc1,-1,3,-1,-1,4,-4,-11
O=C([C@H]1[C@H](CO)[C@H]2Cn3c(ccc(-c4cccnc4)c3=O)[C@@H]1N2Cc1ccncc1)N1CCOCC1,0,0,-5,0,-12,-16,-7
COc1ccc(NC(=O)Nc2ccc3c(c2)C(=O)N([C@H](C)CO)C[C@@H](C)[C@H](CN(C)Cc2ccc(C(F)(F)F)cc2)OCCCC[C@H](C)O3)cc1,-1,61*,-5,12,81*,-5,0
O=S(=O)(c1ccc(Br)cc1)N1CCCc2ccccc21,5,23,1,12,38,-2,-8
O=C(NCc1cccnc1)c1cc(C2CCCCN2C(=O)OCc2ccccc2)on1 (stereo unspecified),2,8,10,6,5,0,x
CCCNC(=O)C[C@H]1CC[C@H]2[C@@H](COc3ccc(NC(=O)Nc4c(C)noc4C)cc3C(=O)N2C)O1,0,4,0,8,-7,-2,6
CCN(CC)C(=O)c1cccc(-c2csc(C(O)c3cccc(Cl)c3)n2)c1 (stereo unspecified),0,13,8,25,18,-1,x
CO[C@H](CN(C)S(=O)(=O)c1ccc(C)cc1)[C@@H](C)CN(C(=O)Nc1ccccc1F)[C@@H](C)CO,0,-13,7,5,x,x,-6
NS(=O)(=O)c1ccc(CNS(=O)(=O)c2cc(Cl)ccc2Cl)cc1,-1,3,7,3,12,-4,-3
O=C(C1CCCCC1)N1C[C@H]2[C@@H](c3ccccc31)[C@@H](CO)N2C(=O)c1ccccc1,3,2,-11,11,-1,-3,0
Cn1c(CNS(=O)(=O)c2cccc(Cl)c2)cc(=O)n(C)c1=O,5,x,-3,-8,2,12,-3
C[C@@H]1CN([C@@H](C)CO)C(=O)c2cc(-c3ccccc3F)cnc2O[C@H]1CN(C)C(=O)c1cnccn1,1,-4,-2,0,-5,-20,3
C[C@@H]1CN([C@@H](C)CO)C(=O)c2cccc(NC(=O)c3ccc(-c4nccs4)cc3)c2O[C@H]1CN(C)CC1CCCCC1,-1,28,-4,22,-26,3,3
Cc1cccc(CCN=c2c([N+](=O)[O-])nn(-c3ccccc3)n2O)c1,-1,-10,-2,1,-28,-2,x
CCOC(=O)N1CCC(NC(=O)c2cnn3c(C(F)(F)F)cc(-c4cccc(OC)c4)nc23)CC1,0,17,0,-8,x,-4,x
Cc1cc(NC(=O)CS(=O)(=O)c2c[nH]c3ccccc23)no1,1,9,0,4,4,0,2
O=c1c2c(O)cc(O)cc2oc2ccc(O)c(O[C@@H]3O[C@H](CO)[C@@H](O)[C@H](O)[C@H]3O[C@H]3O[C@H](CO)[C@@H](O)[C@H](O)[C@H]3O)c12,5,4,-29,11,x,x,12
C=CCn1cc(/C=N/Nc2nc3ccccc3[nH]2)c2ccccc21,-2,-40,-11,-12,2,5,19
COc1ccc(C(=O)O/N=C(/c2ccccc2)c2ccncc2)cc1,-3,-5,2,-36,-44,-3,-3
CO[C@@H]1CN(C)C(=O)c2cc(NC(=O)c3ccc(F)cc3)ccc2OC[C@H](C)N(C(C)=O)C[C@@H]1C,-2,-5,-7,5,x,-3,-6
C[C@H]1C(=O)N(c2ccccc2)[C@@H]1c1ccccc1,1,-4,-5,-3,6,x,-6
CC(C)NC(=O)NC[C@H]1[C@@H](c2ccccc2)[C@@H](CO)N1C(=O)c1ccccc1,-1,-5,9,0,7,-6,-5
COc1ccc2c3c([nH]c2c1)[C@@H](CO)N(C(C)=O)CC31CCN(C(=O)Nc2ccc(F)cc2F)CC1,0,-3,-5,5,1,-1,x
Oc1ccccc1/C=N/Nc1ncc(Br)cn1,-1,-118,4,-59,-49,-5,28
COc1cc(NC(=O)CNc2cccc(S(=O)(=O)N3CCCC3)c2)cc(OC)c1,-1,x,6,0,-2,-1,-5
CC1CCCN(c2ncnc3c2cnn3-c2ccccc2)C1 (stereo unspecified),0,69*,8,84*,25,7,x
CO[C@H]1CN(C)C(=O)c2cc(NC(=O)c3cccc(F)c3)ccc2OC[C@@H](C)NC[C@H]1C,x,-1,13,3,x,1,-6
COc1ccc(NC(=O)CSc2cn[nH]n2)c(OC)c1,-3,-6,13,-4,1,x,12
